Tcruzi prolif – T. cruzi proliferation inhibition | T. cruzi beta-gal in NIH3T3, GalScreen luminescence, 90 h | inhibition, % at 8.34 µM | 77,000 tested, 5.9% active;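 active = mean inhibition above about 93%, with at least 55% of replicates each passing it, limit read from the data, passing the limit was not always enough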
Pf Dd2 inh – blocks growth of Plasmodium falciparum Dd2 parasites; P. falciparum Dd2 growth, SYBR Green, 72 h; hits give low values; activity change, % at 10 µM; 94,000 tested, 2.3% active; AID 1159554; in the data active = activity change below about -80%
KDM4C inh – KDM4C (human) demethylase inhibition; Q9H3R0; GST-KDM4C 2-372, H3K9me3 peptide, LANCE TR-FRET; inhibition, % at 12.5 µM; 96,000 tested, 0.15% active; AID 720574;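 active = mean replicate inhibition above about 25%, with at least 55% of replicates also reaching it, limit read from the data, passing the limit was not always enough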
Target sequence (Q9H3R0 2-372 limits assumed): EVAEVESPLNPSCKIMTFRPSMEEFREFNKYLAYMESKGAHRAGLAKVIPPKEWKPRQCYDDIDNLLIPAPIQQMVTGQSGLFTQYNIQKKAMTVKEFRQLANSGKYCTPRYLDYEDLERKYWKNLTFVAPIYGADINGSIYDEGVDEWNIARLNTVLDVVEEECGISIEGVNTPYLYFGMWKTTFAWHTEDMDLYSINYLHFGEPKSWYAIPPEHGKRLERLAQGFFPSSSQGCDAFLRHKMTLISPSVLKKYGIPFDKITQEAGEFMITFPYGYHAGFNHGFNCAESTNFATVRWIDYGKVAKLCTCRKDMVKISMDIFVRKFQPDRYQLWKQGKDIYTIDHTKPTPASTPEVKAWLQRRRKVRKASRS
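Material: GST-tagged GASC-1 (JMJD2C) catalytic fragment, aa 2-372 / Quantity: enzyme final amount 10 nM / Medium: HEPES buffer, pH 7.5, plus ascorbate / Doses: one test concentration per compound / Incubation: 30 min reaction, 60 min detection, RT / Measured by: LANCE TR-FRET / Read-out: inhibition from TR-FRET ratio decrease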
C diff HTS – blocks growth of Clostridium difficile; 86,000 tested, 0.25% active; Clostridium difficile clinical isolate growth, OD600, 24 h; hits give low values; growth activity, negative = inhibition, % at 16 µg/mL (by protocol); AID 1259249;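 active = mean growth activity at or below -80% and every replicate also at or below -80%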;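 also: 0% = DMSO wells and -100% = levofloxacin 16 µg/mL wells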
* = called active by the depositor; / = not tested or not shown; & = joins results of further samples.

#	Structure	Tcruzi prolif	Pf Dd2 inh
1	O=C(O)[C@@H]1[C@@H](CO)[C@@H]2Cn3c(ccc(-c4ccccc4)c3=O)[C@H]1N2S(=O)(=O)c1ccccc1F	7	5
2	O=C(O)C[C@H]1CC[C@@H]2NC[C@H](O)COC[C@H]2O1	93	5
3	O=C(O)[C@H]1[C@H](CO)[C@H]2Cn3c(ccc(-c4ccncc4)c3=O)[C@@H]1N2C(=O)C1CCCCC1	49	-13
4	O=C(Cc1ccccn1)N1CCCCN2[C@@H](CO)[C@H](c3ccc(Br)cc3)[C@@H]2C1	89	-34
5	O=C(Cc1cccnc1)N1CCCCN2[C@@H](CO)[C@H](c3ccc(C#CC4(O)CCCC4)cc3)[C@@H]2C1	41	19
6	O=C(Cc1ccncc1)N1CCCCN2[C@H](C1)[C@@H](c1ccc(C#Cc3ccccc3F)cc1)[C@@H]2CO	43	-59
7	O=C(Cc1ccccn1)N1CCCCN2[C@H](C1)[C@H](c1ccc(-c3ccccc3)cc1)[C@@H]2CO	64	-39
8	O=C(Cc1ccccn1)N1CCCCN2[C@H](C1)[C@H](c1ccc(-c3ccccc3F)cc1)[C@@H]2CO	17	5
9	Cc1cccc(S(=O)(=O)N2[C@@H]3Cn4c(ccc(-c5ccccc5)c4=O)[C@H]2[C@@H](C(=O)O)[C@@H]3CO)c1	28	3
10	O=C1CNC[C@@H]2[C@H](c3ccc(Br)cc3)[C@H](CO)N12	/	-49
11	N#Cc1cccc(-c2ccc([C@H]3[C@H]4CN(C(=O)Cc5ccncc5)CCCCN4[C@H]3CO)cc2)c1	105*	-8
12	O=C(Cc1ccccn1)N1CCCCN2[C@H](C1)[C@@H](c1ccc(-c3ccc(F)cc3)cc1)[C@@H]2CO	46	-35
13	COC(=O)[C@@H]1[C@@H](CO)[C@@H]2Cn3c(ccc(-c4cccnc4)c3=O)[C@H]1N2CCc1ccccc1	37	0
14	O=C(Cc1cccnc1)N1CCCCN2[C@H](CO)[C@H](c3ccc(C#CC4CC4)cc3)[C@H]2C1	-208	-31
15	COc1ccccc1CN1[C@H](CO)[C@H](c2ccccc2)C12CN(C(=O)Cc1ccccc1)C2	/	-48

#	KDM4C inh	C diff HTS
1	-1.3	1
2	-1.2	11&5
3	0.6	1
4	-0.9	7
5	0.6	-5
6	14	-5
7	1.0	-5
8	0.0	10
9	0.3	-4
10	-2.4	11
11	-0.1	3
12	-1.8	-1
13	-0.5	-2
14	/	-15
15	-2.1	20

Next section, overlapping the part above by 5 compounds.
#	Structure	Tcruzi prolif	Pf Dd2 inh
11	N#Cc1cccc(-c2ccc([C@H]3[C@H]4CN(C(=O)Cc5ccncc5)CCCCN4[C@H]3CO)cc2)c1	105*	-8
12	O=C(Cc1ccccn1)N1CCCCN2[C@H](C1)[C@@H](c1ccc(-c3ccc(F)cc3)cc1)[C@@H]2CO	46	-35
13	COC(=O)[C@@H]1[C@@H](CO)[C@@H]2Cn3c(ccc(-c4cccnc4)c3=O)[C@H]1N2CCc1ccccc1	37	0
14	O=C(Cc1cccnc1)N1CCCCN2[C@H](CO)[C@H](c3ccc(C#CC4CC4)cc3)[C@H]2C1	-208	-31
15	COc1ccccc1CN1[C@H](CO)[C@H](c2ccccc2)C12CN(C(=O)Cc1ccccc1)C2	/	-48
16	COC(=O)[C@H]1[C@H](CO)[C@H]2Cn3c(ccc(-c4ccccc4)c3=O)[C@@H]1N2CC1CCCCC1	-19	-4
17	COc1ccc(C#Cc2ccc([C@@H]3[C@@H](CO)N4CCCCN(C(=O)Cc5ccncc5)C[C@@H]34)cc2)cc1	117*	-75
18	Cc1ccc(OC(=O)N(C)C[C@H]2OCc3cnnn3CCCC(=O)N([C@@H](C)CO)C[C@H]2C)cc1	13&-3	-7&12
19	O=C(Cc1ccccn1)N1CCCCN2[C@H](C1)[C@@H](c1ccc(-c3ccccc3F)cc1)[C@@H]2CO	3	-58
20	O=C(Cc1cccnc1)N1CCCCN2[C@H](C1)[C@H](c1ccc(C#CC3(O)CCCC3)cc1)[C@@H]2CO	32	26
21	COc1ccc(C#Cc2ccc([C@@H]3[C@@H](CO)N4CCCCN(C(=O)Cc5ccccc5)C[C@H]34)cc2)cc1	76	-32
22	COc1ccc(C#Cc2ccc([C@@H]3[C@@H](CO)N4CCCCN(C(=O)Cc5ccccc5)C[C@@H]34)cc2)cc1	111*	-31
23	OC[C@H]1[C@@H]2c3ccccc3NC[C@@H]2N1Cc1cccnc1	33	-46
24	COC(=O)[C@@H]1[C@@H](CO)[C@@H]2Cn3c(ccc(-c4cccnc4)c3=O)[C@H]1N2S(=O)(=O)c1ccccc1C	66	/
25	COc1ccc(-c2ccc([C@@H]3[C@H]4CN(C(=O)Cc5ccncc5)CCCCN4[C@H]3CO)cc2)cc1	84	-8
26	O=C(Cc1cccnc1)N1CCCCN2[C@H](CO)[C@H](c3ccc(C#CC4CCCC4)cc3)[C@H]2C1	100*	-2
27	O=C(O)[C@@H]1[C@@H](CO)[C@@H]2Cn3c(ccc(-c4ccc(F)cc4)c3=O)[C@H]1N2CC1CCCCC1	15	/
28	COC(=O)[C@H]1[C@H](CO)[C@H]2Cn3c(ccc(C4=CCCC4)c3=O)[C@@H]1N2S(=O)(=O)c1cn(C)cn1	16	3
29	C[C@@H]1CN([C@@H](C)CO)C(=O)CCCn2cc(nn2)CO[C@H]1CN(C)C(=O)Oc1cccc2ccccc12	55	-8
30	Cc1ccc(OC(=O)N(C)C[C@H]2OCc3cnnn3CCCC(=O)N([C@H](C)CO)C[C@H]2C)cc1	7	-1

#	KDM4C inh	C diff HTS
11	-0.1	3
12	-1.8	-1
13	-0.5	-2
14	/	-15
15	-2.1	20
16	-1.4	13
17	-0.9	28
18	-0.9	0
19	-0.7	0
20	0.9	-9
21	-3.3	6
22	1.0	3
23	-2.7	-9
24	-1.3	4
25	-1.1	-10
26	-1.1	-12
27	-0.2	4
28	2.7	-3
29	1.5	-2
30	-0.1	0

Grouped by structure, those above with bromine (2)
#	Structure	Tcruzi prolif	Pf Dd2 inh
4	O=C(Cc1ccccn1)N1CCCCN2[C@@H](CO)[C@H](c3ccc(Br)cc3)[C@@H]2C1	89	-34
10	O=C1CNC[C@@H]2[C@H](c3ccc(Br)cc3)[C@H](CO)N12	/	-49

#	KDM4C inh	C diff HTS
4	-0.9	7
10	-2.4	11

Other results:
#	Structure	Tcruzi prolif	Pf Dd2 inh
31	CN1[C@@H](CO)[C@@H]2c3ccccc3NC[C@@H]21	-41	-69
32	COc1ccc(OC(=O)N(C)C[C@@H]2OCc3ccccc3-c3c(n(C)c4ccccc34)C(=O)N([C@@H](C)CO)C[C@@H]2C)cc1	/	-59
33	N#Cc1cccc(-c2ccc([C@@H]3[C@@H](CO)N4CCCCN(C(=O)Cc5cccnc5)C[C@@H]34)cc2)c1	67	6
34	CN1[C@@H]2c3cccc(=O)n3C[C@H]1[C@H](CO)[C@H]2C(=O)NCC1CC1	2	/
35	COC(=O)[C@@H]1[C@@H](CO)[C@@H]2Cn3c(ccc(-c4ccccc4F)c3=O)[C@H]1N2	-19	/
36	O=C(Cc1ccccn1)N1CCCCN2[C@H](CO)[C@@H](c3ccc(Br)cc3)[C@@H]2C1	85	29
37	COC(=O)[C@H]1[C@H](CO)[C@H]2Cn3c(ccc(-c4ccccc4)c3=O)[C@@H]1N2CC1CC1	11	13
38	C/C=C/c1ccc([C@H]2[C@H](CO)N3CCCCN(C(=O)Cc4ccncc4)C[C@@H]23)cc1	126*	-32
39	CCCNC(=O)[C@@H]1[C@@H](CO)[C@@H]2Cn3c(cccc3=O)[C@@H]2N1CC	/	-8
40	O=C(O)[C@H]1[C@H](CO)[C@H]2Cn3c(ccc(-c4ccc(F)cc4)c3=O)[C@@H]1N2CC1CCCCC1	26	/
41	O=C(Cc1ccccc1)N1C[C@H]2[C@@H](c3ccccc31)[C@H](CO)N2Cc1ccccc1	81	-15
42	COc1ccc(OC(=O)N(C)C[C@H]2OCc3cnnn3CCCC(=O)N([C@H](C)CO)C[C@@H]2C)cc1	8&-15	-6&-10
43	C/C=C/c1ccc(C2[C@@H]3CN(S(C)(=O)=O)C[C@H]2N3)cc1 (some centres not stated)	/	-19
44	Cc1ccc(OC(=O)N(C)C[C@@H]2OCc3ccccc3-c3c(n(C)c4ccccc34)C(=O)N([C@@H](C)CO)C[C@H]2C)cc1	/	-83*
45	CCCN1[C@@H]2Cn3c(cccc3=O)[C@H]1[C@@H](C(=O)N(C)C)[C@@H]2CO	49	/

#	KDM4C inh	C diff HTS
31	0.0	3
32	-2.9	-7
33	-0.2	2
34	-4.0	6
35	4.8	3
36	-0.6	-3
37	-0.7	-6
38	-0.1	5
39	7.1	-5
40	0.4	-8
41	0.5	0
42	1.0	/
43	-1.4	-1
44	-3.2	1
45	-0.8	0

(listing goes on)
#	Structure	Tcruzi prolif	Pf Dd2 inh
46	C[C@H]1CN([C@@H](C)CO)C(=O)CCCn2nncc2CO[C@@H]1CN(C)C(=O)Oc1cccc2ccccc12	31	-10
47	COC(=O)[C@@H]1[C@@H](CO)[C@@H]2Cn3c(cccc3=O)[C@H]1N2CCc1ccccc1	-30	/
48	COC(=O)[C@H]1[C@H](CO)[C@H]2Cn3c(ccc(/C=C/c4ccccc4)c3=O)[C@@H]1N2C(=O)C1CC1	-15	/
49	C[C@@H]1CN([C@@H](C)CO)C(=O)CCCn2nncc2CO[C@H]1CN(C)C(=O)Oc1cccc2ccccc12	-1&-75	-23&-13
50	CCCC#Cc1ccc([C@@H]2[C@H]3CN(C(=O)Cc4ccccn4)CCCCN3[C@H]2CO)cc1	49	-33
51	COC(=O)C[C@@H]1CC[C@@H]2NC[C@H](O)COC[C@H]2O1	50	8
52	O=C(Cc1ccccn1)N1CC2(C1)[C@H](c1ccccc1)[C@@H](CO)N2Cc1ccccn1	/	-12
53	CCCN1[C@@H]2c3ccc(-c4cccc(OC)c4)c(=O)n3C[C@H]1[C@H](CO)[C@H]2C(=O)OC	/	7
54	COc1ccc(C#Cc2ccc([C@H]3[C@H](CO)N4CCCCN(C(=O)Cc5cccnc5)C[C@@H]34)cc2)cc1	113*	-70
55	N#Cc1ccc(-c2ccc([C@@H]3[C@@H](CO)N4CCCCN(C(=O)Cc5ccccc5)C[C@H]34)cc2)cc1	42	18
56	CCCN1[C@@H]2c3ccc(-c4ccc(OC)cc4)c(=O)n3C[C@H]1[C@H](CO)[C@H]2C(=O)OC	16	2
57	C/C=C/c1ccc(C2[C@@H]3CN(Cc4cncnc4)C[C@H]2N3)cc1 (some centres not stated)	/	-56
58	N#Cc1cccc(-c2ccc([C@@H]3[C@@H](CO)N4CCCCN(C(=O)Cc5ccccc5)C[C@@H]34)cc2)c1	22	-3
59	COC(=O)[C@H]1[C@H](CO)[C@H]2Cn3c(ccc(-c4ccccc4)c3=O)[C@@H]1N2CC1CCOCC1	-22	11
60	O=C(Cc1ccccn1)N1CCCCN2[C@H](CO)[C@H](c3ccc(Br)cc3)[C@H]2C1	70	1
61	COc1ccc(C#Cc2ccc([C@H]3[C@@H](CO)N4CCCCN(C(=O)Cc5ccncc5)C[C@H]34)cc2)cc1	109*	-69

#	KDM4C inh	C diff HTS
46	1.0	-7
47	-1.8	-1
48	-0.4	0
49	2.2	7
50	-0.1	-7
51	1.6	8&-5
52	-2.4	4
53	-0.8	-6
54	-0.2	21
55	-0.6	1
56	-2.4	1
57	3.0	4
58	-0.4	-1
59	-2.4	-6
60	-0.4	-6
61	0.0	0

These rows are one share of the data; rates above refer to the full screens.
